Source: PubChem BioAssay
KAT2A inh = qHTS Assay for Inhibitors of GCN5L2. GCN5L2 HAT assay, ThioGlo1 CoA-SH fluorescence. Potency, µM (doses to about 58.9 µM), for inactives: top-dose activity change, negative = inhibition, hits mostly inhibitors. actives 0.21% (n = 390,000)
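Compounds, pin-transferred from DMSO stocks, meet 20nM GCN5L2 for 15 min before the reaction begins with H3(1-25) peptide (75uM) and acetyl-CoA (70uM). Thiol-reactive ThioGlo1 reports CoA release over 20 min at room temperature.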
TDP1 block = qHTS Assay for Inhibitors of Tyrosyl-DNA Phosphodiesterase (TDP1). Tyrosyl-DNA phosphodiesterase 1 (Homo sapiens), Q9NUW8. recombinant TDP1, AlphaScreen DNA substrate cleavage. Potency, µM (series often up to 130 µM), for inactives: at the top dose activity change, negative = inhibition, actives largely listed as inhibitors. actives 0.28% (n = 350,000). AID 485290, 2010; further: nearly all actives have a fitted effect of over 40% in size
Target sequence (Q9NUW8 whole entry, looked up): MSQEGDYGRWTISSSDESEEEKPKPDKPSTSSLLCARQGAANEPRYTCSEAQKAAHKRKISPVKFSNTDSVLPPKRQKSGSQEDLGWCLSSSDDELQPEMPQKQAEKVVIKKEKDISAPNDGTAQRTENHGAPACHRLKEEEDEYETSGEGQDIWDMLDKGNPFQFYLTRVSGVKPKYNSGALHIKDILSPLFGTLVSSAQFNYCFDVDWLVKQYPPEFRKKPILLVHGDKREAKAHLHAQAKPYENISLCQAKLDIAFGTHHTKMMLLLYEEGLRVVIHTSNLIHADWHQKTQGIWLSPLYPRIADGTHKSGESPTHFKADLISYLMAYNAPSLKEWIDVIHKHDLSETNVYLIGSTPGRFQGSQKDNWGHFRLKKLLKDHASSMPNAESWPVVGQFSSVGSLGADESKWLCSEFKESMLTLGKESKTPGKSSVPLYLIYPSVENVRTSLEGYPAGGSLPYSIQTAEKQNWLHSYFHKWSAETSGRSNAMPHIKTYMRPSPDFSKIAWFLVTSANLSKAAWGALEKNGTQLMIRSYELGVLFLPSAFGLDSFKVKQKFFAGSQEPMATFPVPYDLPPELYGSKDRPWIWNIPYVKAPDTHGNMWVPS
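Compounds were preincubated with Tdp1 (1 nM final) for 15 min at room temperature before substrate (15 nM final) started a 5 min reaction; beads (10 ug/ml final) were then added for 10 min before AlphaScreen detection.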
TDP1 cell noCPT = qHTS for Inhibitors of human tyrosyl-DNA phosphodiesterase 1 (TDP1): qHTS in cells in absence of CPT | DT40 Tdp1-/- hTDP1 cells, no CPT, ATP luminescence, 48 h | Potency, µM (titrated, usually from 46.2 µM), without a hit: at the top dose activity change, negative = growth inhibition, most hits filed as inhibitors | actives 15% (n = 420,000) | AID 686978, 2013; further: nearly all actives have a fitted effect of over 55% in size
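Compound effects on proliferation are scored in DT40 Tdp1-/-;hTDP1 cells in the absence of CPT. ATP levels (CellTiter-Glo luminescence) are recorded after a ≥48 hr, 37 °C incubation.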
Starred values were filed as active, the others as inactive; [ ] = remark or other dose. The call rests on the fitted dose curve; in most records, active means well fitted curve in the direction sought with a large enough effect; inconclusive means small, poorly fitted or top-dose-only effect, or another doubt; inactive means no such curve, though single readings can be large; an effect the other way counts as inactive or inconclusive. On the % scale 0 is the no-effect control and ±100 the full control effect; potency means the concentration at half of the fitted maximal effect.

How did CCOCCCNC(=O)C1CCN(c2nc3ccc(C)cc3[nH]2)CC1 do in these assays?
KAT2A inh: -10%; TDP1 block: 3%; TDP1 cell noCPT: 1%

How did O=C1CC(NNC(=O)c2cccc(F)c2)C(=O)N1 (centres undefined) do in these assays?
KAT2A inh: 0%; TDP1 block: 3%; TDP1 cell noCPT: 2%

What do the screens show for `Cc1occc1C(=O)N/N=C/C=C\c1ccccc1[N+](=O)[O-]`?
KAT2A inh: -6%; TDP1 block: 2%; TDP1 cell noCPT: -28%

What do the screens show for `C=CCC1NS(=O)(=O)OC(CCCC)C1O` (centres undefined)?
KAT2A inh: -2%; TDP1 cell noCPT: -8%

What do the screens show for `O=C(OCCN1CCCC1)C1(c2ccccc2)CCCC1`?
KAT2A inh: -1%; TDP1 block: 7%; TDP1 cell noCPT: -6%

How did Cc1cc2oc(=O)cc(-c3ccccc3)c2c(C)c1-c1cccc(N)c1 do in these assays?
KAT2A inh: 7%[88.6 µM]; TDP1 block: 9%

Results for COC(=O)Nc1ccc(OCc2ccccc2)cc1 ?
KAT2A inh: 2%; TDP1 block: 0%; TDP1 cell noCPT: -13%

How did CCOc1ccc(S(=O)(=O)NCc2ccco2)c2ccccc12 do in these assays?
KAT2A inh: -5%; TDP1 block: 5%; TDP1 cell noCPT: inconclusive

How did O=C1CC(c2ccccc2C(F)(F)F)c2c(c3ccccc3[nH]c2=O)O1 (centres undefined) do in these assays?
KAT2A inh: 2%; TDP1 block: 6%; TDP1 cell noCPT: -12%

What do the screens show for `CCOc1ccc(-n2c(Cc3cc(=O)[nH]c(=O)[nH]3)nnc2SCC(=O)NC2CCCC2)cc1`?
KAT2A inh: -4%; TDP1 block: -1%; TDP1 cell noCPT: 5%

How did NS(=O)(=O)c1ccc(N2N=C(c3ccccc3)CC2c2cccc(F)c2)cc1 (centres undefined) do in these assays?
KAT2A inh: -8%; TDP1 block: -2%; TDP1 cell noCPT: -23%

Results for CC(=O)Nc1ccc(N(CC(=O)NC2CCCC2)C(=O)CCC(=O)Nc2cc(C)on2)cc1 ?
KAT2A inh: 3%; TDP1 block: 5%; TDP1 cell noCPT: 0%

Nothing new here: 2 of the compounds above.
How did CCOc1ccc(S(=O)(=O)NCc2ccco2)c2ccccc12 do in these assays?
KAT2A inh: -5%; TDP1 block: 5%; TDP1 cell noCPT: inconclusive

How did O=C1CC(c2ccccc2C(F)(F)F)c2c(c3ccccc3[nH]c2=O)O1 (centres undefined) do in these assays?
KAT2A inh: 2%; TDP1 block: 6%; TDP1 cell noCPT: -12%

Back to the main list, repeating the 4 entries before the break.
How did O=C1CC(c2ccccc2C(F)(F)F)c2c(c3ccccc3[nH]c2=O)O1 (centres undefined) do in these assays?
KAT2A inh: 2%; TDP1 block: 6%; TDP1 cell noCPT: -12%

What do the screens show for `CCOc1ccc(-n2c(Cc3cc(=O)[nH]c(=O)[nH]3)nnc2SCC(=O)NC2CCCC2)cc1`?
KAT2A inh: -4%; TDP1 block: -1%; TDP1 cell noCPT: 5%

How did NS(=O)(=O)c1ccc(N2N=C(c3ccccc3)CC2c2cccc(F)c2)cc1 (centres undefined) do in these assays?
KAT2A inh: -8%; TDP1 block: -2%; TDP1 cell noCPT: -23%

Results for CC(=O)Nc1ccc(N(CC(=O)NC2CCCC2)C(=O)CCC(=O)Nc2cc(C)on2)cc1 ?
KAT2A inh: 3%; TDP1 block: 5%; TDP1 cell noCPT: 0%

How did COc1cc(CCC(=O)OCC(=O)Nc2ccc(C)cc2Br)cc(OC)c1OC do in these assays?
KAT2A inh: -4%; TDP1 cell noCPT: -16%

How did CCC(=O)c1c[nH]c(C(=O)NCCc2ccccn2)c1 do in these assays?
KAT2A inh: 1%; TDP1 block: 4%; TDP1 cell noCPT: -7%

How did C=CCN1C=C2C(=O)C(C)(OC(=O)CC)C(=O)C=C2C=C1CCCC (centres undefined) do in these assays?
KAT2A inh: -1%; TDP1 block: -3%[12.3 µM]; TDP1 cell noCPT: -9%

Results for COc1ccc(NC(=O)CC2Oc3ccccc3NC2=O)c(OC)c1 (centres undefined) ?
KAT2A inh: 2%; TDP1 cell noCPT: -18%

How did CCOC(=O)Nc1ccc(C(=O)NCC2CCCO2)cc1 (centres undefined) do in these assays?
KAT2A inh: -13%; TDP1 block: -2%; TDP1 cell noCPT: 7%

What do the screens show for `COc1cc(OC)cc(C(=O)N2CCN(c3ccc(N4CCOCC4)nn3)CC2)c1`?
KAT2A inh: -11%; TDP1 block: 1%; TDP1 cell noCPT: -6%

Results for CC1CCN(C(=O)CCNS(=O)(=O)c2ccccc2)CC1 ?
KAT2A inh: 0%; TDP1 block: -7%; TDP1 cell noCPT: 2%

What do the screens show for `O=C(NCCCn1ccnc1)/C(=C\c1ccco1)NC(=O)c1ccco1`?
KAT2A inh: -2%; TDP1 block: 0%; TDP1 cell noCPT: 22%

What do the screens show for `O=C1CCCC/C=C\C[C@H](CC(=O)N(CCO)Cc2ccccc2)C(=O)NC[C@H](c2ccccc2)O1`?
KAT2A inh: -1%; TDP1 block: 0%; TDP1 cell noCPT: inconclusive

How did CC(C)Oc1ccccc1/C=N/NC(=O)c1ccc(F)cc1 do in these assays?
KAT2A inh: -6%; TDP1 block: 8%; TDP1 cell noCPT: 2%

How did Cc1cc(C(=O)CSc2nnc(N)s2)c(C)n1Cc1ccco1 do in these assays?
KAT2A inh: -5%; TDP1 block: 5%; TDP1 cell noCPT: 9%

How did COc1cccc(-c2cc3nc(-c4ccccc4)cc(N4CCC5(CC4)OCCO5)n3n2)c1 do in these assays?
KAT2A inh: -16%; TDP1 block: inconclusive; TDP1 cell noCPT: 21µM*

What do the screens show for `CS(=O)(=O)c1ccc(Cl)c(NC(=O)COC(=O)CCc2c[nH]c3ccccc23)c1`?
KAT2A inh: -7%; TDP1 block: 5%; TDP1 cell noCPT: -18%

How did Cc1ccccc1N(CC(=O)NC1CCCCC1)C(=O)CCC(=O)Nc1nccs1 do in these assays?
KAT2A inh: -6%; TDP1 block: -9%; TDP1 cell noCPT: -19%

What do the screens show for `O=C(c1ccccc1F)N1CCN(S(=O)(=O)c2ccc(S(=O)(=O)N3CCCCCC3)cc2)CC1`?
KAT2A inh: -5%; TDP1 block: -2%; TDP1 cell noCPT: -16%

How did Cc1ccc(-c2noc(CN(C(=O)Cc3ccccc3)C(C)C)n2)cc1 do in these assays?
KAT2A inh: -15%; TDP1 block: 3%; TDP1 cell noCPT: inconclusive

How did CCc1cccc(NC(=O)Cn2ncc3c([nH]c4ccc(C)cc43)c2=O)c1 do in these assays?
KAT2A inh: 26%; TDP1 block: 5%; TDP1 cell noCPT: 4%

What do the screens show for `O=C(COc1ccccc1)NCC(=O)N/N=C/c1ccc(O)cc1O`?
KAT2A inh: 8%; TDP1 block: 4%; TDP1 cell noCPT: 16µM*

How did CC(=O)Nc1nnc(S(=O)(=O)N2CCN(c3ccc(Cl)cc3[N+](=O)[O-])CC2)s1 do in these assays?
KAT2A inh: -20%; TDP1 block: 9%; TDP1 cell noCPT: 17%

How did Cc1nn(C)c(C)c1S(=O)(=O)N1CCCC(C(=O)NCCc2ccc(Cl)cc2)C1 (centres undefined) do in these assays?
KAT2A inh: -3%; TDP1 block: 3%; TDP1 cell noCPT: inconclusive

Results for O=C(COc1ccc(S(=O)(=O)NCc2ccccc2)cc1Cl)NCc1ccccn1 ?
KAT2A inh: 0%; TDP1 cell noCPT: -23%

How did CC(O)c1cccc2cc(C(O)CNC(C)(C)C)oc12 (centres undefined) do in these assays?
KAT2A inh: -10%; TDP1 block: 9%

What do the screens show for `Cc1cnc(Nc2nc3ccccc3o2)nc1C(=O)Nc1cccc(C(F)(F)F)c1`?
KAT2A inh: -1%; TDP1 block: 7%; TDP1 cell noCPT: 21µM*

Results for Cc1ccccc1NC(=O)c1c(O)c2cccc3c2n(c1=O)CC3 ?
KAT2A inh: -4%; TDP1 block: 3%

Results for COC(=O)Cn1cnc2c1c(=O)n(C)c(=O)n2C ?
KAT2A inh: -1%; TDP1 block: 3%; TDP1 cell noCPT: -13%

What do the screens show for `CCS(=O)(=O)Nc1ccc(-c2nnc(SCC(=O)c3cccc(OC)c3)o2)cc1`?
KAT2A inh: -11%; TDP1 block: 7%; TDP1 cell noCPT: -21%

Results for CC(C(=O)Nc1ccccc1-c1ccccc1)N(C)Cc1nc2ccccc2c(=O)[nH]1 (centres undefined) ?
KAT2A inh: 2%; TDP1 block: 2%; TDP1 cell noCPT: 21µM*

What do the screens show for `CC(C)(C)c1ccc(NC(=O)CC2(C(F)(F)F)OCCO2)cc1`?
KAT2A inh: -2%; TDP1 block: 0%; TDP1 cell noCPT: inconclusive

Results for CN(CC(=O)Nc1cccc(F)c1)CC(=O)N(C)c1c(N)n(Cc2ccccc2)c(=O)[nH]c1=O ?
KAT2A inh: -7%; TDP1 block: 1%; TDP1 cell noCPT: 4%

Results for CC1CCCC(C)N1C(=O)COC(=O)c1ccc2ccccc2n1 (centres undefined) ?
KAT2A inh: -3%; TDP1 block: -2%; TDP1 cell noCPT: -11%

Results for Cc1ccc(S(=O)(=O)CCC(=O)OCC(=O)c2ccc(F)cc2)cc1 ?
KAT2A inh: -9%; TDP1 cell noCPT: 0%

What do the screens show for `CN(CCC1CCCCO1)C(=O)CCc1nnc(C2CCCCC2)o1` (centres undefined)?
KAT2A inh: inconclusive; TDP1 block: 3%; TDP1 cell noCPT: -19%

How did CC(=O)OCC(=O)c1ccc2ccn(C(C)=O)c2c1 do in these assays?
KAT2A inh: -4%; TDP1 block: 0%; TDP1 cell noCPT: 10%

What do the screens show for `Cc1ccccc1CN1C(=O)c2ccccc2Sc2ccc(C(=O)N3CCCC3)cc21`?
KAT2A inh: 1%; TDP1 block: 2%; TDP1 cell noCPT: 16µM*

How did COc1ccc(OC)c(-c2nc(Nc3ccccc3C)sc2CC(=O)O)c1 do in these assays?
KAT2A inh: -6%; TDP1 block: 5%; TDP1 cell noCPT: 2%

What do the screens show for `Cc1c(Nc2c3c(c(C#N)c4nc5ccccc5n24)CCC3)c(=O)n(-c2ccccc2)n1C`?
KAT2A inh: -9%; TDP1 block: 5%

What do the screens show for `Cc1ccc(C(=O)C(C)OC(=O)c2ccccc2[N+](=O)[O-])cc1` (centres undefined)?
KAT2A inh: -5%; TDP1 block: 6%; TDP1 cell noCPT: inconclusive

How did COCCn1c(SCc2nc3cc(OC)c(OC)cc3c(=O)[nH]2)nnc1-c1ccncc1 do in these assays?
KAT2A inh: -4%; TDP1 block: 1%; TDP1 cell noCPT: -17%

Results for O=C(CSc1nccn1-c1ccccc1)NO ?
KAT2A inh: 0%; TDP1 block: 1%; TDP1 cell noCPT: 28%

How did Cc1cc(C)c(C)c(S(=O)(=O)N[C@@H](C)C(=O)OCC(=O)NC2CCCC(C)C2C)c1C (some centres undefined) do in these assays?
KAT2A inh: -3%; TDP1 block: -3%; TDP1 cell noCPT: -21%

Results for Cc1nc(COc2cccc(Cl)c2)sc1C(=O)/C=C/N(C)C ?
KAT2A inh: -6%; TDP1 cell noCPT: -10%

How did COc1ccc(C2c3ccc(O)cc3Oc3ncn4nc(-c5cccnc5)nc4c32)cc1OC (centres undefined) do in these assays?
KAT2A inh: 0%; TDP1 block: 8%; TDP1 cell noCPT: 12µM*

Results for Cc1n[nH]c(=O)nc1NCC1CCCO1 (centres undefined) ?
KAT2A inh: 0%; TDP1 block: 4%; TDP1 cell noCPT: -30%

Results for COc1cc(S(=O)(=O)N2CCCCC2)ccc1NC(=O)Cc1ccccc1 ?
KAT2A inh: 3%; TDP1 block: 5%; TDP1 cell noCPT: -10%

Results for O=C(NCc1ccc(F)cc1)c1cnc(-c2ccccn2)nc1C(F)(F)F ?
KAT2A inh: 3%; TDP1 block: 3%; TDP1 cell noCPT: -10%

How did N=c1sccn1CC(=O)Nc1ccc2c(c1)CCC2 do in these assays?
KAT2A inh: -3%; TDP1 block: -2%; TDP1 cell noCPT: inconclusive

In the list so far, two have a tert-butyl group:
How did CC(O)c1cccc2cc(C(O)CNC(C)(C)C)oc12 (centres undefined) do in these assays?
KAT2A inh: -10%; TDP1 block: 9%

What do the screens show for `CC(C)(C)c1ccc(NC(=O)CC2(C(F)(F)F)OCCO2)cc1`?
KAT2A inh: -2%; TDP1 block: 0%; TDP1 cell noCPT: inconclusive

Only part of the results is shown. The share of hits here may be higher or lower than overall.
